# ST2 inh = IL1RL1 inhibition; Q01638; 78,000 compounds, 2.3% hits; AlphaLISA ST2-Fc/biotin-IL-33 interaction, 1 h; AID 1259354; inhibition, % for hits at 17 µM; in the data active = inhibition above about 30%; inconclusive = mostly about 10% to 28%
# Target sequence (Q01638 whole entry, looked up): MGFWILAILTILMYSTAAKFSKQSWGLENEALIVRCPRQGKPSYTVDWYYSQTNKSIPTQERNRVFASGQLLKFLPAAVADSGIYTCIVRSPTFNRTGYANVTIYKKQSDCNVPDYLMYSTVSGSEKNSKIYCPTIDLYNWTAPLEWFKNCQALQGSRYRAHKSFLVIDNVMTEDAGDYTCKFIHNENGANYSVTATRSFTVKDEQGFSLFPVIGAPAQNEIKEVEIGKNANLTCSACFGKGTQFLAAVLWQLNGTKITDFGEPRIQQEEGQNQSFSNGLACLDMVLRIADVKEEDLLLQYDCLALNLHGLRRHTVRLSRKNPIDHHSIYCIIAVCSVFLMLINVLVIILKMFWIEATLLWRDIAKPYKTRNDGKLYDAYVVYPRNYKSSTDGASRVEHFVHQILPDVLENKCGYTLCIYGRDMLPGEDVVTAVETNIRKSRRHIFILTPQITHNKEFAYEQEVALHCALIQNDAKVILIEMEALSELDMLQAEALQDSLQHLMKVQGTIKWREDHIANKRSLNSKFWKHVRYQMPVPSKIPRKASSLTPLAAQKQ
# * hit, by the source's call; i = inactive; ? = inconclusive; ! = a repeat was not active. A portion of the library, so the mix of outcomes need not match the whole.
SMILES,ST2 inh
CC(=O)c1ccc(N2CCN(Cc3ccccc3[N+](=O)[O-])CC2)cc1,i
CCn1cnc2cc(NCc3ccc(N(C)C)cc3)ccc21,52.0%*!
Cc1nnc(SCCCn2cc(-c3cccc(O)c3)nn2)s1,i
c1ccc(Cn2c(NCc3ccc4c(c3)OCO4)nc3ccccc32)cc1,i
COc1ccc(N(CC(=O)N2CCN(C)CC2)S(C)(=O)=O)cc1OC,i
O=c1oc2ccccc2n1CCN1CCCC(Cn2ccnc2)C1 (centres undefined),i
Cc1nc(C)c(C(=O)N(CC2CCN(Cc3ccccc3C)CC2)CC2CCCO2)s1 (centres undefined),i
Cc1cc(Cl)c(OCCCN2CCN(C)CC2)c(Br)c1,?
CCOC(=O)c1c(C)[nH]c(C(=O)CSc2nc(C)nc3sc4c(c23)CCC4)c1C,i
COc1ccc(NC(=O)O[C@@H]2C=C[C@H](c3c(C)nn(-c4ccccc4C)c3C)C2)cc1,?
COc1ccc2[nH]cc(CCN3C(=O)c4ccccc4C3=O)c2c1,?
O=[N+]([O-])c1ccc(Nc2cccc(F)c2)nc1,i
O=C(C1CCC(Cn2c(=O)[nH]c3ccsc3c2=O)CC1)N1CCN(c2ccc(F)cc2)CC1 (centres undefined),i
CC(COc1ccccc1)N(CCCl)Cc1ccccc1 (centres undefined),i
O=C(c1ccc(CS(=O)(=O)c2c(Cl)cccc2Cl)o1)N1CCCCCC1,i

# By substructure: the compounds so far containing nitrogen in an aromatic ring.
SMILES,ST2 inh
CCn1cnc2cc(NCc3ccc(N(C)C)cc3)ccc21,52.0%*!
Cc1nnc(SCCCn2cc(-c3cccc(O)c3)nn2)s1,i
c1ccc(Cn2c(NCc3ccc4c(c3)OCO4)nc3ccccc32)cc1,i
O=c1oc2ccccc2n1CCN1CCCC(Cn2ccnc2)C1 (centres undefined),i
Cc1nc(C)c(C(=O)N(CC2CCN(Cc3ccccc3C)CC2)CC2CCCO2)s1 (centres undefined),i
CCOC(=O)c1c(C)[nH]c(C(=O)CSc2nc(C)nc3sc4c(c23)CCC4)c1C,i
COc1ccc(NC(=O)O[C@@H]2C=C[C@H](c3c(C)nn(-c4ccccc4C)c3C)C2)cc1,?
COc1ccc2[nH]cc(CCN3C(=O)c4ccccc4C3=O)c2c1,?
O=[N+]([O-])c1ccc(Nc2cccc(F)c2)nc1,i
O=C(C1CCC(Cn2c(=O)[nH]c3ccsc3c2=O)CC1)N1CCN(c2ccc(F)cc2)CC1 (centres undefined),i

# Next part.
SMILES,ST2 inh
Cc1ccc(C)c(N2CCN(S(=O)(=O)c3ccc4c(c3)c(=O)n(C)c(=O)n4C)CC2)c1,i
COc1ccccc1CN1C(=O)CCC1(C)C(=O)NC1CCC(C)CC1 (centres undefined),i
Cc1ccn2c(NC(=O)CC(C)(C)C)c(-c3ccccc3)nc2c1,i
CC(C)NC(=O)C1CCC(Cn2c(=O)c3sccc3n(CC(=O)N3CCCCC3C)c2=O)CC1 (centres undefined),i
CC(C(=O)NCc1ccccc1F)N(c1ccccc1)S(C)(=O)=O (centres undefined),i
Nc1cc(=O)[nH]c2nnc(SCc3cccc(Oc4ccccc4)c3)n12,i
COc1cc([N+](=O)[O-])ccc1NS(=O)(=O)c1c(C)cc(C)cc1C,i
O=C(Nc1ccc(-c2nc3ncccc3o2)cc1)c1cccnc1,i
O=C(NCCCn1ccnc1)c1cc(-c2ccc3c(c2)OCO3)on1,i
COCC(=O)Nc1ccc(-c2noc([C@@H]3CCCN3Cc3ncc[nH]3)n2)cn1,?
COc1ccc(OCC(=O)Nc2ccc(OC)cc2[N+](=O)[O-])cc1,i
COCCN(CCOC)S(=O)(=O)c1ccc(C(=O)N=c2sc3cc(C)ccc3n2C)cc1,?
Cc1ccc(-n2c(N)cc(=O)[nH]c2=O)cc1,i
CCN(CC)C(=O)Cn1cc(/C=C2\C(=O)NC(=O)N(c3cccc(C)c3C)C2=O)c2ccccc21,i
CC1(C)CC[C@]2(C(=O)O)CC[C@]3(C)C(=CCC4[C@@]5(C)C[C@@H](O)[C@H](O)[C@@](C)(CO)C5[C@H](O)C[C@]43C)[C@@H]2C1 (some centres undefined),i
CC(=O)Nc1ccc(S(=O)(=O)N2CCN(c3nc(C)cc(N4CCCCC4)n3)CC2)cc1,?
CC1(C)CC(C)(c2ccc(Cl)cc2)c2ccccc2N1 (centres undefined),?
CCn1ncnc1C(C)NC1CCSCC1 (centres undefined),i
COc1ccc(OC2CCN(C(C)=O)CC2)c(C(=O)N2CCCCC2c2cccnc2)c1 (centres undefined),?
O=C(CCC1CCCN(C(=O)Cn2cccn2)C1)N1CCN(Cc2ccccc2)CC1 (centres undefined),i
O=C(CCCN1C(=O)c2ccccc2C1=O)Nc1ccc(S(=O)(=O)Nc2ncccn2)cc1,?
O=C(Cn1cnc2sc3c(c2c1=O)CCCC3)NCC(=O)N1CCC(Cc2ccccc2)CC1,i
CNC(=O)[C@@H]1C[C@@H](N)CN1S(=O)(=O)N1CCc2ccccc2C1,i
O=C(c1cccc(S(=O)(=O)N2CCOCC2)c1)N1CCCC1,i
CC(=O)Nc1nonc1N1C(=N)S/C(=C/c2ccc(-c3ccc(Cl)c([N+](=O)[O-])c3)o2)C1=O,i
Cc1ccc(Cn2nc(C)c(NC(=O)c3cc(-c4ccco4)on3)c2C)cc1,i
CN(C)c1cccc(Oc2nnnn2[C@H]2CO[C@H]3[C@@H]2OC[C@@H]3NC(=O)CC2(CC(=O)O)CCCC2)c1,?
Cc1ccc(CN2CC[C@@H]3[C@H]2C(=O)NC[C@H](CCC(=O)N2CCN(c4ccccc4)CC2)N3C)cc1,i
CC(C)OCCCNC(=O)Cc1cn(C)c2ccccc12,i
CC1=C[C@@H](CNC(=O)c2ccc(C#N)cc2)[C@H](C(C)C)C[C@H]1CC(=O)NCc1cccnc1,i
CCc1nc(C)sc1CNC(=O)c1cnc2ccnn2c1C,i
CC(C)(C)c1ccccc1OCC(O)CN1CCN(Cc2ccc3c(c2)OCO3)CC1 (centres undefined),97.0%*
CN(CCC1CCCCO1)C(=O)c1ccc2c(c1)OCCO2 (centres undefined),i
COc1cc([N+](=O)[O-])cc(CN2CCOCC2)c1O,i
CC(C)c1noc(C2CCCN2Cc2cc(C(C)(C)C)n[nH]2)n1 (centres undefined),i
O=C1c2cccc3cccc(c23)N1S(=O)(=O)c1ccc(Br)cc1,?
COc1ccc(OC)c(C2C(C(=O)OC3CCCCC3)=C(C)Nc3ncnn32)c1 (centres undefined),i
O=C(Nc1ccc(F)cc1F)N1CCN(c2ccccc2F)CC1,i
NC(=O)c1ccc(NC(=O)CCNC2CCCc3ccccc32)cc1 (centres undefined),i
COc1ccc2cc3cc(C(=O)Nc4cc(C)ccc4OC)sc3nc2c1,?
COc1cccc([C@@H]2CCCN(C(=O)c3cn(-c4ccccc4)nn3)C2)c1,i
COC(=O)C1CCN(C(=O)CC[C@H]2CNC(=O)[C@H]3NCC[C@H]3N2C)CC1,i
CC1(C)Cc2nc3sc4c(OCC(=O)c5ccccc5)ncnc4c3cc2CO1,i
CC(C)(C)C1(C)OC(=O)C(=Cc2ccccc2Cl)C(=O)O1 (centres undefined),i
COCCCNC(=O)c1ccc(/C=C2\Sc3ccccc3N(Cc3ccc(F)cc3)C2=O)cc1,?
O=C(c1csc2nc(-c3ccccc3)cn12)N1CCCC(c2ccccc2)CC1 (centres undefined),?
CC1CN(Cc2nc3c(c(=O)[nH]c(=O)n3C)n2CCc2ccccc2)CC(C)O1 (centres undefined),i
N/C(Cc1ccc(Cl)c(Cl)c1)=N/OC(=O)c1ccc2c(c1)OCO2,i
Cc1ccc(Nc2cc(C)nc(Nc3ccc(NC(=O)C(C)C)cc3)n2)cc1,?
COc1cccc(C2=NN(Cc3ccccc3)c3nc4c(c(=O)n(C)c(=O)n4C)n3C2)c1,i
O=S(=O)(NCCn1c(-c2ccccc2)nc2cccnc21)c1ccc2c(c1)OCCO2,i
O=C(NCc1ccco1)c1ccc([N+](=O)[O-])o1,i
Cc1onc(-c2ccccc2Cl)c1C(=O)Nc1sc2c(c1C#N)CCC(C)C2 (centres undefined),i
Brc1c(CSc2nnnn2-c2ccccc2)nc2ccccn12,i
O=C(c1cccn2c(=O)c3cc4ccccc4cc3nc12)N1CCN(c2cccc(Cl)c2)CC1,i
O=C(NCC1CCCO1)c1ccc2c(c1)N(Cc1c(F)cccc1Cl)C(=O)CS2 (centres undefined),i
CC1=C(C(=O)Nc2cc(C)ccn2)C(c2ccc(Cl)cc2)C2=C(CCCC2=O)N1 (centres undefined),?
O=C(CN1C(=O)/C(=C\c2cccc(Cl)c2)Sc2ccccc21)N1CCCCC1,33.0%*
Cc1csc(C(C)n2ccnc2-c2cccc(CN3CCOCC3)c2)n1 (centres undefined),i
O=C(O/N=C1\CCSc2ccccc21)c1ccccc1,?

# New compounds follow:
SMILES,ST2 inh
CCc1csc(CNC(=O)c2ccc(NC3CCSC3)nc2)n1 (centres undefined),i
O=C(NCC1CCCO1)C1CCC(=O)N1CCc1ccccc1 (centres undefined),i
CCC/C=C/c1ccc(C(=O)NCC)cn1,i
CC1(C)CC(=O)C([N+](=O)[O-])=C(NCc2ccccc2)C1,i
CCOc1ccccc1C1C(C#N)=C(N)Oc2n[nH]c(-c3ccc(C)cc3)c21 (centres undefined),i
Cc1cc(-n2cnnc2Cc2cccnc2)n(C)n1,i
O=C(c1ccc(-c2cccc(F)c2)nc1)N1CC[C@H](CO)[C@@H](O)C1,?
Cc1cc(C)nc(SCC(=O)OCC(=O)N2c3ccccc3Sc3ccccc32)n1,i
COCCNC(=O)c1cc2n(n1)C(C(F)(F)F)CC(c1ccc(Cl)cc1)N2 (centres undefined),?
CCOC(=O)C1=C(C)Nc2nc(SC)nn2C1c1ccc(F)cc1 (centres undefined),i
O=C(O)C1CCCCC1C(=O)Nc1cccc(Cl)c1Cl (centres undefined),i
O=C(c1cccc2cccnc12)N(Cc1ccsc1)CC1CCCO1 (centres undefined),i
CC(=O)Nc1ccc(Cl)c(C(=O)N(C)CCCN2CCCCCC2)c1,?
O=C(c1ccc(S(=O)(=O)N2CCCCC2)cc1)N1CCN=C1SCc1ccccc1Cl,i
O=C(Cn1cnc2sc3c(c2c1=O)CCCC3)NCCC(=O)Nc1ccc2c(c1)OCO2,i
COC(=O)[C@@H]1CN(C(=O)c2cccc(F)c2)CCN1C(=O)c1cccnc1,i
Cc1cc(C)n2c(Nc3ccc(Cl)cc3)c(-c3ccsc3)nc2n1,i
CC(C)OC(=O)NN(C(=O)OC(C)C)[C@@H]1C=C(C(=O)N[C@H](C)C(N)=O)C[C@@H](O)[C@H]1O,i
Cc1ccc(N=Cc2nc(-c3ccccc3F)oc2O)cc1Cl,?
O=C(NCc1cccs1)N1CCOC(c2ccc(Cl)c(Cl)c2)C1 (centres undefined),i
COc1ccccc1N1CCN(S(=O)(=O)c2ccc(Cl)cc2)CC1,i
COc1cc2oc(=O)ccc2cc1C(O)C(O)C(C)(C)O (centres undefined),i
Cc1c(NC(=O)CN2C(=O)c3ccccc3C2=O)cccc1C(=O)O,i
CCCS(=O)(=O)N1CCCC(C(=O)NC2CC2)C1 (centres undefined),i
COc1ccc(NS(=O)(=O)c2ccc(NC(=O)COc3ccccc3)cc2)cc1,i
Cc1ccc(S(=O)(=O)NCCCN2CCOCC2)cc1,i
CN(c1ccccc1)S(=O)(=O)c1ccc(C(=O)Nc2c(C(N)=O)oc3ccccc23)cc1,i
CC(=O)N1CCn2c3c(c4cc(C5CCCCC5)ccc42)CCCC31 (centres undefined),i
Cc1cnc(N2CC(N3CCCCC3)C2)nc1N(C)C,?
CC1(C)Cc2c(cnn2-c2ccc(F)cc2)C(NC(=O)c2cc(=O)c3ccccc3o2)C1 (centres undefined),?
COc1ccc(-n2nc(C#N)c(N)c(C#N)c2=N)cc1,?
CC(=O)N1c2c(cc(Br)cc2S(=O)(=O)N2CCc3ccccc32)CC1C (centres undefined),i
COc1cc(OC)c(NC(=O)CSc2cc(=O)n(C)c3ccccc23)cc1Cl,i
c1ccc(N2CCN(c3nc4cc5c(cc4s3)OCCO5)CC2)cc1,i
CC(C)C(=O)Nc1cccnc1-c1ccc(C(=O)O)s1,i
Cc1nc(N=Nc2cc(S(=O)(=O)O)c3cc([N+](=O)[O-])cc(S(=O)(=O)O)c3c2)c(COP(=O)(O)O)c(C=O)c1O,?
COc1ccccc1C(=O)Nc1ccc(Nc2nc(C)cc(N(C)C)n2)cc1,i
COCCNC(=O)c1cn(C)c(=O)c2cc(OC)c(OC)cc12,i
Cc1cc(C(C)(C)C)cc(C)c1CC1=NCCN1,i
Cc1ccc([N+](=O)[O-])cc1NC(=O)C1[C@@H]2[C@H]3CC[C@H](C3)[C@H]12 (some centres undefined),i
COCCn1c(CNC(=O)COc2ccccc2)nc2cccnc21,i
Cc1ccccc1C(CC(=O)N(C)Cc1cnn(C)c1)c1ccccc1 (centres undefined),?
O=C(Cn1ccc2ccccc2c1=O)NCC(=O)N1CCN(c2ccccc2F)CC1,i
O=C(NCCN1CCOCC1)c1c[nH]c2ccc(S(=O)(=O)Nc3ccccc3F)cc2c1=O,i
O=C1c2ccccc2C(=O)N1CC#Cc1ccccc1,i

# Next section (4 carried over from the part before).
SMILES,ST2 inh
Cc1ccccc1C(CC(=O)N(C)Cc1cnn(C)c1)c1ccccc1 (centres undefined),?
O=C(Cn1ccc2ccccc2c1=O)NCC(=O)N1CCN(c2ccccc2F)CC1,i
O=C(NCCN1CCOCC1)c1c[nH]c2ccc(S(=O)(=O)Nc3ccccc3F)cc2c1=O,i
O=C1c2ccccc2C(=O)N1CC#Cc1ccccc1,i
COc1cc(C(=O)Nc2ccc(-c3nc4ccccc4o3)cc2)ccc1[N+](=O)[O-],?
CC(=O)NC[C@H]1O[C@@H](CO)[C@@H](O)[C@H]1N1CCN(c2ccccc2)CC1,37.0%*
CCn1c(CN2CCN(c3cccc(Cl)c3)CC2)nc2c1c(=O)[nH]c(=O)n2C,i
COc1ccc(CC2(CO)CCN(C(=O)c3ccc4c(c3)OCO4)CC2)cc1,i
CC(=O)c1ccc(NC(=O)c2sc3nc(C)cc(C)c3c2N)cc1,?
